CCT chaperon mod – cytosolic chaperonin activity modulation. 0.3% of 360,000 active. purified chaperonin ATPase assay, HTRF ADP detection, 30 min. activity change, % (no concentration beside the values), hits read low. AID 651819; in the data active = activity change below about -30%; note: % is set by controls: 0 for no effect and ±100 for the full control effect
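We incubate TRiC, 40 or 20 nM final, with library compounds at 76 uM and 10 uM ATP for 30 min at 37 °C. ADP formed is detected with Transcreener HTRF reagents after 30 min at room temperature.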
EPAC1 antagonist – blocks human EPAC1 exchange factor. O95398. EPAC1 GEF assay, Rap1b-BODIPY-GDP exchange fluorescence. Potency, µM (titrated, usually from 115 µM), without a hit: at the top dose activity change, negative = inhibition, hits mostly inhibitors. 0.14% of 360,000 active. AID 720709;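 note: potency is the fitted concentration of half-maximal effect; plate controls were vehicle for no effect and positive control for full effect; nearly all actives have a fitted effect of over 50% in size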
PLK1 PBD block – PLK1 (human) polo-box domain binding inhibition. P53350. AID 720504. Potency, µM, for the others: max response, negative = inhibition, actives largely listed as inhibitors. Plk1 PBD binding of FITC phosphopeptide, fluorescence polarization. 2.8% of 360,000 active; note: potency is the fitted concentration of half-maximal effect; series mostly up to about 57 µM; % is set by controls: 0 for no effect and ±100 for the full control effect; nearly all actives have a fitted effect of over 65% in size
Target sequence (P53350 whole entry, looked up, the tested form may be a part): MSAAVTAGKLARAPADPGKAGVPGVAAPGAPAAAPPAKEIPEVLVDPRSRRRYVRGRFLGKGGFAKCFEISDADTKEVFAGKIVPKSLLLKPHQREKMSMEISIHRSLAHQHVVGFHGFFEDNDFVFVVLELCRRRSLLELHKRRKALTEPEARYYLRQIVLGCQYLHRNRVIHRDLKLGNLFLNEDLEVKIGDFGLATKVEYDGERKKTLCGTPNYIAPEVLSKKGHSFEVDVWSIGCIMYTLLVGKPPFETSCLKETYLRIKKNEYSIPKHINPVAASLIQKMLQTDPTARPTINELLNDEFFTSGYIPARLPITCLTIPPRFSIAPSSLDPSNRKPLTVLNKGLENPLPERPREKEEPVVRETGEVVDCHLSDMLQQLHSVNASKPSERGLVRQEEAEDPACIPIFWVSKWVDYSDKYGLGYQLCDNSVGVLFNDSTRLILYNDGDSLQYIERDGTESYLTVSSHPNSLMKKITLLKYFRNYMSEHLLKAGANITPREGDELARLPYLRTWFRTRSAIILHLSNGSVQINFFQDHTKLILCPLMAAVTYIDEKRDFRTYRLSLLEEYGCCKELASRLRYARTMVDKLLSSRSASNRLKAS
IL2 activator – activates IL-2 in a cell-based reporter assay; IL-2 activation reporter assay, cell-based qHTS; stimulated with anti-CD3/CD4/CD28 beads; in transgenic mouse T cells; activation, % (series mostly up to about 46 µM); 0.065% of 360,000 active; in the data active = activation above about 50%; inconclusive = mostly about 30% to 49%; note: 0% is about no effect
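Using fluorescent plate cytometry, EGFP and DsRed are detected in transgenic mouse T cells stimulated 18 h at 37 degrees C with antibody-coated beads after 60 min compound pretreatment.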
EPAC1 agonist – activates human EPAC1 exchange factor. O95398. EPAC1 agonist qHTS, biochemical assay; response scale: 100% = response to 6.5 mM cAMP. Potency, µM (series often up to 154 µM), inactives show at the highest dose activation, hits mostly activators. 0.073% of 360,000 active. AID 720707; note: potency is the fitted concentration of half-maximal effect; nearly all actives have a fitted effect of over 60% in size
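Read-out is the fluorescence drop as BODIPY-GDP leaves Rap1B (480 nm excitation, 540 nm emission), recorded every 5 minutes over 30 minutes. Reactions held 100 nM EPAC1, 250 nM Rap1B–BODIPY-GDP and 50 uM GDP, with 6.5 mM cAMP setting full activation.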
PI5P4Ka inh – PI5P4K alpha (human) kinase inhibition. max response, %. PI5P4Kalpha enzyme, ADP-Glo luminescence, 60 min; stronger effect = lower value. 1.2% of 330,000 active. AID 652105; active = max response of -50% or lower; inconclusive = between -30% and -50%; inactive = -30% or higher; note: value at the top dose of about 77 µM; % is set by controls: 0 for no effect and ±100 for the full control effect
Target sequence (P48426 whole entry, looked up): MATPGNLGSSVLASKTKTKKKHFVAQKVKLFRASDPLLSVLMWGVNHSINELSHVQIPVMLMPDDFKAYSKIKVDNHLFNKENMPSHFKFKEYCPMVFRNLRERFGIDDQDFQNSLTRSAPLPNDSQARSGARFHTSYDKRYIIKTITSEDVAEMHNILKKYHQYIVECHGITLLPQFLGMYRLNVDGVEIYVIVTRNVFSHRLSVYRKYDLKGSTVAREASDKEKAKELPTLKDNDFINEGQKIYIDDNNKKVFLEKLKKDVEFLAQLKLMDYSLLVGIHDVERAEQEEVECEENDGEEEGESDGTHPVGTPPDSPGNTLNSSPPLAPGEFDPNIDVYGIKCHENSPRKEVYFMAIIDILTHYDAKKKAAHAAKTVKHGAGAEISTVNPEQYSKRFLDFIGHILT
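Luminescence from ADP-Glo served as readout of PI5P4Kalpha activity in a qHTS format. Reaction: enzyme, substrate, compound, ATP at 5 microM final, 60 min at RT.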
EPAC2 agonist – EPAC2 (human) agonism; 0.079% of 360,000 active; Q8WZA2; AID 720711; Potency, µM (top dose mostly 154 µM), without a hit: at the top dose activation, hits mostly activators; EPAC2 activation, biochemical qHTS; response scale: 100% = 6.5 mM cAMP response; note: potency is the fitted concentration of half-maximal effect; nearly all actives have a fitted effect of over 50% in size
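Guanine nucleotide exchange by EPAC2 is measured as reduced fluorescence of BODIPY-GDP once it is released from 250 nM Rap1B. Plates are read kinetically for 30 min at room temperature; results are scaled to 6.5 mM cAMP.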
WRN inhibitor – blocks human WRN helicase | WRN helicase unwinding, fluorescent forked duplex, kinetic | Potency, µM (series often up to 114 µM), without a hit: top-dose activity change, negative = inhibition, usual class: inhibitors | 0.46% of 360,000 active | Q14191; note: potency is the fitted concentration of half-maximal effect; % is set by controls: 0 for no effect and ±100 for the full control effect; nearly all actives have a fitted effect of over 55% in size
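Primary qHTS, 1536-well format. 20 nM WRN + compound, 15 min RT; start with 100 nM forked fluorophore/quencher duplex, 2 mM ATP (final); kinetic read ex 525/em 598 nm.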
Active calls of the source: *; ? = inconclusive; . = not tested or not shown; [ ] = another dose, or the depositor's remark. Unless noted, calls come from the whole dose curve; as a rule, active = well fitted curve in the direction sought with a large enough effect; inconclusive = small, poorly fitted or top-dose-only effect, or another doubt; inactive = no such curve, though single readings can be large; an effect the other way counts as inactive or inconclusive. This is a subset; count on the stated rates, not on these rows.

CCT chaperon mod	EPAC1 antagonist	PLK1 PBD block	IL2 activator	EPAC1 agonist	PI5P4Ka inh	EPAC2 agonist	WRN inhibitor	Molecule
-2.0	8%	-11%	-2.4	3%	0	4%	-8%	Cc1nn2c(-n3ccnc3)c3c(nc2c1-c1ccccc1)CCC3
1.6	1%	3%	0.4	-6%	-13	5%	2%	COc1cc(C=NCc2ccccc2)ccc1O
-1.6	-4%	3%	-0.5	6%	1	5%	0%[57.1 µM]	Cc1ccc(NC(=O)N2CCCC2C(=O)Nc2nnc(C(C)C)s2)cc1 (stereo unspecified)
-2.8	5%	5%	-1.0	22%	-13	12%	-23%[57.1 µM]	COc1cc(C2C(C#N)=C(N)Oc3c2ccc2ccccc32)ccc1OCC(=O)Nc1cccc(C)c1 (stereo unspecified)
-2.2	25%	6%	-0.1	-1%	-5	-4%	-13%[57.1 µM]	CC1CC(C)CN(C(=O)CCNS(=O)(=O)c2ccc3c(c2)CCC(=O)N3)C1 (stereo unspecified)
-0.9	8%	0%	-0.8	14%	.	7%	-1%	O=P(COc1ccccc1)(c1ccccc1)c1ccccc1
-0.9	-23%	-9%	1.0	3%	-1	6%	-8%	CCC(=O)Nc1ccc(CCC(=O)N2CCCC2)cc1
1.1	-13%	-4%	-3.8	-9%	-2	0%	3%	COc1ccc(CCC(=O)Nc2ccc(C)c(S(=O)(=O)N(C)C)c2)cc1OC
-4.9	-24%	-15%	0.5	5%	-2	-4%	-3%	CCN(CCn1cccn1)Cc1nc(-c2ccccc2)no1
-1.3	8%	-2%	-1.5	4%	-1	2%	3%	Cc1cccc(NC(=O)/C(=C\c2ccco2)NC(=O)c2ccccc2)c1
-1.4	7%	3%	-0.9	-6%	-9	6%	2%	N#Cc1ccc(CCc2ccccc2)[nH]c1=O
-2.1	14%	?	-0.5	-10%	?	4%	-8%	CC1(C)CC(=O)C(CS(=O)(=O)c2ccccc2)=C(O)C1
-1.2	2%	-11%	-2.8	-1%	-1	12%	3%	CCc1cc(=O)oc2cc(OCC(N)=O)c(Cl)cc12
0.0	7%	-3%	-3.1	-4%	-1	-1%	-1%	Cc1ccccc1NC(=O)C(c1ccccc1)C1CCCC1 (stereo unspecified)
.	?	.	-0.9	-13%	.	1%	.	CC(=O)c1ccc(N2CCN(S(=O)(=O)c3ccc4c(c3)C(Cl)(Cl)C(=O)N4)CC2)cc1
1.8	-7%	6%	0.0	1%	0	-6%	0%	Cc1ccc(C(=O)CN(CCC(=O)O)S(=O)(=O)c2ccc([N+](=O)[O-])cc2)cc1
-0.4	0%	-5%	-2.0	-13%	-1	-6%	6%	COc1ccc(NC(=O)NCCN2CCN(c3cccc(Cl)c3)CC2)cc1
-0.9	12%	?	-0.5	-5%	2	-1%	7%	CN(C)c1cc(Nc2ccc(O)cc2)c([N+](=O)[O-])c2nonc12
0.3	10%	4%	-1.3	-4%	-2	-11%	2%	CCOc1ccc(N2CC(C(=O)NCCN3C(=O)S/C(=C\c4ccc(OC)cc4)C3=O)CC2=O)cc1 (stereo unspecified)
-2.1	0%	-7%	-2.9	6%	-7	18%	-13%	COc1cccc(-c2nc(NC3CCCC3)c3ccccc3n2)c1O
1.6	-24%	-8%	-2.8	14%	2	-7%	6%[57.1 µM]	O=C(CSc1nnnn1Cc1ccccc1)Nc1ccc2c(c1)OCO2
0.3	-19%	-8%	0.6	0%	1	-4%	-3%	CCOc1ccc(CCNC(=O)COC(=O)Cc2ccc(F)cc2)cc1OCC
0.5	-8%	-5%	0.3	2%	-1	1%	-3%	O=c1c2ccccc2c(-c2ccccc2)nn1-c1ccccn1
-0.5	5%	-10%	0.7	8%	3	-4%	-8%	CC(C)OCCCNC(=O)CNC(=O)c1ccc(Cl)c(Cl)c1
-1.2	3%	-3%	3.0	2%	.	10%	-5%	COc1ccc(CC(=O)Nc2cc(C)ccn2)cc1

The listing continues.
CCT chaperon mod	EPAC1 antagonist	PLK1 PBD block	IL2 activator	EPAC1 agonist	PI5P4Ka inh	EPAC2 agonist	WRN inhibitor	Molecule
2.4	-9%	4%	-1.0	15%	-2	-10%	-2%	CC1CCN(S(=O)(=O)c2ccc3nc(-c4ccccn4)cc(C(=O)NCCN(C)Cc4ccccc4)c3c2)CC1
-11	6%	-1%	-2.1	11%	.	-4%	-1%	O=C(N/N=C/c1ccc(-c2cccc(C(F)(F)F)c2)o1)c1cccc(F)c1
1.7	-4%	-2%	-0.1	-4%	-8	3%	7%	C[C@H]1COC(=O)[C@@H](CC(=O)OC(C)(C)C)C/C=C\C[C@@H](CC(=O)N[C@H](CO)Cc2ccccc2)C(=O)N1
1.5	1%	-10%	-0.4	8%	5	8%	-8%	CCN(CC(=O)NCc1ccc(Cl)cc1)C(=O)/C=C/c1ccco1
-0.1	-9%	-3%	0.1	-11%	1	5%	10%	CC[C@]12c3[nH]c4ccc(Cl)cc4c3CCN1C(=O)[C@@H](CC(=O)NCc1ccco1)C[C@@H]2C(=O)N1CCN(C(=O)c2ccco2)CC1
0.7	-15%	-10%	-1.8	-4%	.	-1%	7%	COc1cc(C(=O)N2CCN(S(=O)(=O)c3ccc(C)cc3)CC2)ccc1OCc1c(C)noc1C
1.1	9%	-7%	-3.1	-7%	-3	2%	-13%	Cn1nc([N+](=O)[O-])nc1Oc1ccc(C(C)(C)C)cc1
-1.9	8%	-12%	0.9	-8%	-10	10%	4%	CCOc1ccc(C(=O)COC(C)=O)cc1
0.8	4%	-6%	1.8	-28%	-13	4%	-11%	Cc1ccc(C(=O)Nc2c(N)nc(SCC(=O)Nc3cc(C)on3)[nH]c2=O)cc1
0.3	-2%	1%	-0.1	-2%	0	-1%	-8%	Cc1ccc(S(=O)(=O)NCCC(=O)O)cc1
-27	9%	-2%	2.2	-1%	.	2%	0%	Cc1c(CN2CCC(C)CC2)c(=O)n(-c2ccccc2)n1C
-1.8	-13%	-2%	-0.6	2%	0	7%	2%	COc1ccc(CNC(=O)c2cccc(S(=O)(=O)N3CCCCC3)c2)cc1OC
-0.9	-11%	-12%	0.3	-6%	-9	4%	-2%	Cc1ccc(Cl)cc1NC(=S)NCc1cccn1C
-0.2	8%	3%	1.5	-7%	3	1%	3%	CSc1sc(C(=O)N(C)C)cc1S(=O)(=O)C(C)C
-0.3	-25%	-4%	-1.0	0%	-8	1%	-30%	CSCCC(NC(=O)c1ccc(Cl)cc1Cl)C(=O)NNC(=O)c1csc(N2CCOCC2)n1 (stereo unspecified)
-0.6	-17%	-14%	-0.6	0%	-6	13%	-23%	COc1ccc(CSc2ncn[nH]2)cc1[N+](=O)[O-]
-2.2	-25%	-8%	-3.0	-2%	-1	2%	-7%	CC(=O)c1c(C)[nH]c(C(=O)CSc2ccc(F)cc2)c1C
-2.8	4%	-10%	-0.8	0%	-8	3%	6%	O=C(CNC(=S)NC(=O)c1ccc(Br)o1)c1ccccc1
1.5	6%	-1%	-3.2	1%	3	0%	-5%	N#CC1(NC(=O)CSc2nnc(-c3ccccc3F)n2N)CCCCC1
2.0	-15%	0%	0.8	-13%	2	0%	1%	CC1(C(=O)N2CCC(CC3CC(c4ccc(Cl)cc4)=NO3)(C(=O)NCC3CCCCC3)CC2)CC1 (stereo unspecified)
-1.4	6%	-29%	1.2	12%	-3	6%	-1%	COc1ccc(N(CC(=O)NCc2ccccc2)S(=O)(=O)c2c(C)n[nH]c2C)cc1
0.3	-3%	5%	-0.1	1%	-6	5%	-7%	Cc1noc(C)c1COc1ccc(C(=O)N2CCN(c3ccccc3F)CC2)cc1
-1.5	-5%	-9%	-2.2	1%	-6	1%	-19%	CNC(=O)CC1C(=O)N(Cc2ccccc2)C(=S)N1NC(=O)c1cccc(F)c1 (stereo unspecified)
0.3	2%	0%	1.4	-5%	0	2%	3%	O=C(CSCC(=O)NC1CC1)Nc1ccccc1
-1.1	-10%	-7%	-0.3	0%	.	6%	0%	CC(=O)Nc1ccc(S(=O)(=O)Nc2ccc(S(=O)(=O)N3CCCC3)cc2)cc1

An excerpt from above in order of heavy-atom count, highest first:
CCT chaperon mod	EPAC1 antagonist	PLK1 PBD block	IL2 activator	EPAC1 agonist	PI5P4Ka inh	EPAC2 agonist	WRN inhibitor	Molecule
-1.1	-10%	-7%	-0.3	0%	.	6%	0%	CC(=O)Nc1ccc(S(=O)(=O)Nc2ccc(S(=O)(=O)N3CCCC3)cc2)cc1
-11	6%	-1%	-2.1	11%	.	-4%	-1%	O=C(N/N=C/c1ccc(-c2cccc(C(F)(F)F)c2)o1)c1cccc(F)c1
1.5	1%	-10%	-0.4	8%	5	8%	-8%	CCN(CC(=O)NCc1ccc(Cl)cc1)C(=O)/C=C/c1ccco1

Next compounds
CCT chaperon mod	EPAC1 antagonist	PLK1 PBD block	IL2 activator	EPAC1 agonist	PI5P4Ka inh	EPAC2 agonist	WRN inhibitor	Molecule
1.5	6%	-1%	0.8	1%	.	-2%	-4%	CCCNC(=O)c1cc2nc(-c3ccccc3)cc(C(F)(F)F)n2n1
-2.0	1%	?	-2.0	1%	-6	-6%	2%	COC(=O)CNS(=O)(=O)c1ccc(C)cc1
-2.2	-2%	-2%	1.7	-7%	5	2%	-6%	O=C(CSC(=S)N1CCCC1)NCC(=O)Nc1ccc(F)c(F)c1
-4.8	0%	4%	-0.1	-5%	1	5%	-3%	Cc1cc(C(=O)NNS(=O)(=O)c2cccc(Cl)c2)nn1C(C)(C)C
-3.2	-17%	-1%	-1.6	-5%	6	-2%	-5%	CCOC(=O)C1=C(CN2CCCCCC2)NC(=O)NC1c1cccc([N+](=O)[O-])c1 (stereo unspecified)
-0.8	?	0%	-3.2	-3%	1	15%	-13%	Nc1nc(Nc2ccccc2F)nc(NC2CCCCC2)c1[N+](=O)[O-]
-1.8	-9%	-7%	0.2	2%	0	7%	-9%	CC(=O)Nc1ccc(S(=O)(=O)NCc2csc(-c3cccnc3)n2)cc1
-4.2	-7%	-24%	-0.4	1%	1	6%	0%	CC(C(=O)NC1CCCC1)N1C(=O)c2cccc3cccc1c23 (stereo unspecified)
-0.9	2%	27µM*	-1.1	-10%	-11	-3%	5%	O=C(Nc1ccc(F)cc1)c1ccc(COc2ccccc2)cc1
0.3	6%	-5%	-2.2	-10%	0	-3%	-10%	CC(C)CCNc1nc2c(c(=O)[nH]c(=O)n2C)n1CC(O)COC(C)C (stereo unspecified)
-0.9	-3%	-17%	0.9	-5%	26	6%	-4%	Cc1ccc(Cl)cc1NS(=O)(=O)c1ccc(-n2cccn2)cc1
0.9	9%	-3%	-3.1	-2%	-2	-3%	18%	O=C(c1nc2nc(-c3ccc(Cl)cc3)cc(C(F)(F)F)n2n1)N1CCOCC1
0.6	-8%	-2%	-3.4	-1%	-3	7%	8%	COc1ccc(CCNc2nc(-c3cccnc3)cs2)cc1OC
-2.7	16%	?	6.9	13%	1	3%	-1%	CN1Cc2sc(N)c(C#N)c2CC1(C)C

High-throughput results: PubChem BioAssay, National Center for Advancing Translational Sciences (NCATS)
